IDE cell activ: human IDE activators in live cells, primary screen, fluorescence polarization, HEK cells, FAbeta-B substrate | FAbeta-B cleavage; 0% vehicle, 100% cell-free pure enzyme wells | 340,000 compounds, 0.073% hits | AID 493087, 2011 | activation, % at 5.96 µM | Insulin-degrading enzyme (Homo sapiens), P14735;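 active means activation above the mean of all tested compounds plus 3 SD, set per screening campaign, cut at about 17% in these data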
CRFBP-R2 block: antagonists of CRF-BP/CRF-R2 complex, primary screen, cell-based, HEK293, calcium dye fluorescence, uHTS | CRF-induced calcium fluorescence | inhibition, % at 11.8 µM | 350,000 compounds, 0.59% hits;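 active means inhibition of the ligand-induced calcium signal above about 50% at the single tested concentration, limit read from the data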
CRFR2-BP ag: agonists of CRF-BP/CRF-R2 complex, primary screen, cell-based, HEK293, calcium dye fluorescence, uHTS. calcium dye fluorescence (FLIPR); percent of saturating CRF peptide response. CRF-binding protein / CRF receptor 2 complex (human). activation, % at 13.2 µM. 350,000 compounds, 0.46% hits;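 active means activation of at least 50%, plus an integration ratio under a set limit after plate pattern correction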;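 further: plate controls were neutral control wells without compound for no effect and CRF at EC100 for full effect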
M4 PAM: human M4 muscarinic receptor positive allosteric modulators, primary screen, CHO-K1 cells, Fluo-8 calcium fluorescence; Muscarinic acetylcholine receptor M4 (Homo sapiens), P08173; CHO-K1 hM4/Gqi5, ACh EC20; 0% = ACh EC20, 100% = maximal ACh; 360,000 compounds, 0.4% hits; activation, % at 3 µM;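 active means activation above its plate's cutoff, the mean activation of sample wells plus 3 SD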; further: some results filed as inactive read as strong as hits
IDE inh: human IDE inhibitors in live cells, primary screen, fluorescence polarization, HEK cells, FAbetaB substrate | Insulin-degrading enzyme (Homo sapiens), P14735 | 320,000 compounds, 0.41% hits | inhibition, % at 5.59 µM | FAbetaB cleavage | AID 434962, 2010;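 active means percent inhibition above the average of all tested compounds plus 3 SD, set per screening campaign, cut at about 16% in these data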;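 further: IDE supplied by intact live HEK cells; FP after avidin binding of uncleaved biotin substrate so inhibition keeps polarization high; 0% = DMSO wells and 100% = 60 µM reference IDE inhibitor Ii1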
GalR3 antag: GalR3 antagonists in HEK293 cells, primary screen, cell-based, fluorescence readout. HEK293 GalR3-CNG cAMP membrane potential fluorescence; galR3 body fused to GalR1 C-terminus. inhibition, % at 3 µM. 360,000 compounds, 0.44% hits. AID 651719, 2012;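 active means inhibition above the screen-wide average plus 3 SD, cut at about 13% in these data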;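 further: forskolin and galanin both at EC90 stimulate the cells; cAMP rise reported by CNG channel membrane potential dye signal; 0% = forskolin plus galanin with DMSO and 100% = forskolin alone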
Target sequence (O60755 1-299 limits assumed): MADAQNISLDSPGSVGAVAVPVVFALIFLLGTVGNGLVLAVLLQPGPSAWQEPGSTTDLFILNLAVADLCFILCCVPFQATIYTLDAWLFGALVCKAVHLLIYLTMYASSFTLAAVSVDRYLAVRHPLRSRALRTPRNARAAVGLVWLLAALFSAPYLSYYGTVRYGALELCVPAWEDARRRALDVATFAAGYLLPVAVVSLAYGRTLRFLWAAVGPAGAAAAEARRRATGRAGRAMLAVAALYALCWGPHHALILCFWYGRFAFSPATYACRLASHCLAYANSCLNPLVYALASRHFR
p-CIP stab down: p/CIP-EGFP fusion destabilizers, primary screen, fluorescence, F442A cells | Q05BA5 | 16 h | decrease of EGFP signal, % at 10 µM | 290,000 compounds, 0.01% hits;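 active means EGFP signal decrease of at least 30% at 10 µM or well 3 SD below plate mean, unless failing retest; inactive means the rest, including hits failing retest or dose response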; further: some compounds called inactive have numbers as strong as hits; many of its hits are not listed in these tables
MEKK3 PB1 HTS: modulators of MEKK3-MEK5 PB1 binding, primary screen, biochemical, wildtype MEKK3, multiplex bead flow cytometry, Alexa488-MEK5; AID 1529, 2009; bead-based flow cytometry, Alexa488-MEK5 binding to MEKK3; actives lie on both sides; 0 = blocked by unlabeled MEK5, 100 = vehicle; 290,000 compounds, 1.4% hits; binding response (% of control), % at 10 µM; Mitogen-activated protein kinase kinase kinase 3 (Homo sapiens), Q99759;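 active means binding response more than 3 SD above or below the average of its plate-row segment, actives on both sides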;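 further: Alexa488 bead fluorescence after subtracting the streptavidin-only scavenger bead signal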
Target sequence (Q99759 whole entry, looked up): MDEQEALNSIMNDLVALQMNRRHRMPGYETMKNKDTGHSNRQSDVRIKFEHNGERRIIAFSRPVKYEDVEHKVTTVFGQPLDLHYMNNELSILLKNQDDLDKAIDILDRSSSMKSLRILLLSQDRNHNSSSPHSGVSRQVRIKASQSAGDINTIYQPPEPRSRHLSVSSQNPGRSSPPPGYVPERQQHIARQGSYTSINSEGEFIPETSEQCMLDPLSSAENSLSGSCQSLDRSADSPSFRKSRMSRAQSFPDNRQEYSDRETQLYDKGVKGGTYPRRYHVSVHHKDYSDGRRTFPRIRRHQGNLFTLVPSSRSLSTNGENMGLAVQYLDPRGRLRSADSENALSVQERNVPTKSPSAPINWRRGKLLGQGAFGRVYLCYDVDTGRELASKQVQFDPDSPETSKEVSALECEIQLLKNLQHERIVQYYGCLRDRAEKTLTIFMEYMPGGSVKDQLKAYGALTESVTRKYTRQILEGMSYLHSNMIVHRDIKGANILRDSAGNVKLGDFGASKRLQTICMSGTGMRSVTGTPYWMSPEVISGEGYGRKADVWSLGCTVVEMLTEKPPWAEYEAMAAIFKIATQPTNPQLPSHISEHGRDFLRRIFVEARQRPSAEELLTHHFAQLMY
PHOSPHO1 block: PubChem AID 1565; recombinant PHOSPHO1, absorbance phosphatase assay; 290,000 compounds, 1.1% hits; Phosphoethanolamine/phosphocholine phosphatase (Homo sapiens), Q8TCT1; inhibition, % at 13.3 µM; in the data active means inhibition above about 60%
* = called active by the depositor; / = not tested or not shown.

Compound	IDE cell activ	CRFBP-R2 block	CRFR2-BP ag	M4 PAM	IDE inh	GalR3 antag	p-CIP stab down	MEKK3 PB1 HTS	PHOSPHO1 block
CCN(CC)C(=O)CSc1nc(O)c(Cc2ccccc2)c(=O)n1-c1ccccc1	2	5	-0.4	5	7	-6	-2	103	7
Cc1ccc(NC(=O)CN2CCN(C(=O)c3ccco3)CC2)cc1	0	-1	-1.8	7	-3	-9	2	101	32
Nc1cc(-c2ccco2)no1	-1	1	1.2	0	0	-3	/	119	/
COc1ccc(NC(=O)Nc2cc(C)ccn2)cc1	4	-13	5.0	-5	/	0	/	/	/
CC(=O)Nc1cc2c(ccc3ccccc32)oc1=O	/	4	-0.7	3	1	-4	21	103	7
N#Cc1cnn2ccc(-c3ccc4c(c3)CCC4)nc12	5	2	-5.2	1	4	-4	-1	97	1
Nc1c(NC=O)c(=O)n(Cc2ccccc2)c(=O)n1Cc1ccccc1	5	-4	-0.2	8	2	2	/	/	/
Cc1nc(SCC(=O)N2CCN(c3ccccc3)CC2)n[nH]1	4	-7	0.3	-5	-9	-6	-2	100	28
O=c1c(C/C=C/c2ccccc2)c(O)ccn1CCc1c[nH]c2ccccc12	-1	3	-1.6	7	4	1	3	96	27
O=C(O)c1ccc2nc(-c3ccco3)c(-c3ccco3)nc2c1	4	-15	8.0	-2	/	-2	-16	91	15
CCOc1cc(/C=N/NC(N)=O)ccc1OCC(=O)Nc1ccc(C)c(C)c1	0	-16	-0.3	-6	-3	-1	-13	71	33
Cc1cccc(CCN(CC(=O)NCc2ccc(F)cc2)C(=O)c2csnn2)c1	5	1	-0.4	-6	-2	-10	6	103	23
COC(=O)C(C)Sc1ccc2nnc(CCNS(=O)(=O)c3ccccc3)n2n1 (stereo unspecified)	3	-7	-0.7	-3	0	-8	-9	106	-13
CC(=O)Nc1cccc(N/C=C(\C=O)c2nc3ccccc3o2)c1	-2	-2	1.1	-15	2	-3	-7	92	-3
O=C(COC(=O)c1ccc(S(=O)(=O)C(F)F)cc1)NC(=O)NC1CCCCC1	5	-8	-1.5	5	0	0	/	/	/
O=S(=O)(c1ccc(Cl)cc1)c1snnc1-c1ccccc1	4	22	1.5	-6	5	-5	-6	108	0
Cc1c(C(=O)NCC2CCCO2)sc2nc(-c3ccc(F)cc3)cn12 (stereo unspecified)	-7	56*	-5.0	3	10	/	-13	95	13
Cn1c(N)c(C(=O)c2ccc(C#N)cc2)c(=O)n(C)c1=O	2	1	-0.3	0	1	-1	-6	103	4
Cc1ccc2nc(NC(=O)CSc3nc4c(c(=O)n3C)SC(C)C4)sc2c1 (stereo unspecified)	-21	6	0.2	-2	25*	/	-18	91	-39
CCCCNC(=O)Nc1ccccc1CC	2	7	1.1	-8	1	-11	2	91	-40
O=C(CCCc1nc2ccccc2s1)Nc1nccs1	2	-6	0.2	3	1	-9	-12	96	92*
CN(CC(=O)Nc1cccc(F)c1)C(=O)CSc1ccccc1F	4	-3	-3.6	-1	1	1	-5	102	29
CN(C)CCCOC(=O)C1c2ccccc2Oc2ccccc21	3	9	-3.2	-17	4	-6	-12	103	-50
CN(CC(=O)Nc1ccccc1Cl)C(=O)Cn1cc(C(F)(F)F)cc(Cl)c1=O	8	9	-1.4	1	-1	-4	/	/	/
O=C(CCCCCn1c(=O)[nH]c2ccsc2c1=O)N1CCN(C2CCCCC2)CC1	-4	-21	0.9	-4	-1	-1	-24	100	28
Cn1c(N)c(S(=O)(=O)NCc2ccccc2)c(=O)n(C)c1=O	4	-16	1.7	6	6	-7	/	101	/
COc1cccc(/C=C/C(=O)NCC2CCCCC2)c1	2	4	-2.6	1	0	-4	16	102	-1
COc1cc(OC)cc(C(=O)Nc2ccc(-c3nc4ccccc4o3)cc2)c1	-10	-1	3.9	-2	8	-6	-15	102	5
Cc1cc(N2CCN(C)CC2)nc2ccc(NC(=S)NCCCN3CCN(C)CC3)cc12	3	-9	0.7	2	8	1	2	111	-12
O=C(O)CSCC(=O)N(c1ccccc1)c1ccccc1	1	-2	0.5	5	-2	1	0	106	34
CCCOc1ccc(N2C(=O)CC(SC(=NC)Nc3ccc(F)cc3)C2=O)cc1 (stereo unspecified)	6	-7	1.8	-2	-2	-3	-14	106	3
O=C(NCCCN1CCCC1=O)c1ccc2c(c1)NC(=O)C(N1CCOCC1)S2 (stereo unspecified)	4	23	-0.7	12	/	0	2	95	4
O=C(CSc1ccccc1F)NCCN1C(=O)CSC1=O	-1	4	1.2	10	0	1	/	/	/
C[C@H](CO)NC(=O)c1[nH]cnc1C(=O)Nc1ccc(CNC(=O)OC(C)(C)C)cc1	/	7	0.6	2	/	-6	/	/	/
CC(Oc1ccc(C(=O)NC2CCCCC2)cc1)C(=O)O (stereo unspecified)	7	7	-0.3	-7	7	0	-14	100	-32
O=C1NC(=S)CN1c1ccccc1	-31	6	1.5	-4	24*	-3	2	99	15
CCN1CCN(C(c2cccs2)C(C)NC(=O)c2ccco2)CC1 (stereo unspecified)	5	0	-1.7	1	1	-6	-7	105	38
O=C(Nc1ccc(COc2ccccc2)cc1)c1cccc([N+](=O)[O-])c1	1	-3	2.1	-9	7	-3	3	87	-8
COC(=O)/C=C1/S/C(=N/N=C/c2ccc(N(C)C)cc2)NC1=O	/	/	/	/	-5	/	-4	106	-2
Cc1ccc(S(=O)(=O)Nc2c(C)nn(C)c2C)cc1C	-1	4	-0.2	5	5	-2	/	/	/
CN1CCN(S(=O)(=O)c2cccc(C(=O)Nc3sccc3C(N)=O)c2)CC1	-3	-3	-0.1	2	-1	-2	/	/	/
O=C(Nc1nccs1)C1CCCN1S(=O)(=O)c1ccc(F)cc1 (stereo unspecified)	-3	12	-0.1	-3	8	2	-16	103	-28
Cc1cc(OCC(=O)NCCCN2CCCC2=O)c2c(C)c(C)c(=O)oc2c1	5	4	-0.7	12	2	1	-11	101	10
COC(=O)C(C(C)C)N1CCc2c(C)nc3c(C#N)cnn3c21 (stereo unspecified)	1	33	-1.4	3	-5	-3	-4	94	59
C=C(C)COc1ccc(-c2ncncc2Oc2ccc(OC)cc2)c(O)c1	6	4	2.4	12	-1	-1	-10	95	-44

As entered above:
GalR3 antag result of CN1CCN(S(=O)(=O)c2cccc(C(=O)Nc3sccc3C(N)=O)c2)CC1 stands at -2
CRFR2-BP ag result of O=C(Nc1ccc(COc2ccccc2)cc1)c1cccc([N+](=O)[O-])c1 stands at 2.1

Later entries
Compound	IDE cell activ	CRFBP-R2 block	CRFR2-BP ag	M4 PAM	IDE inh	GalR3 antag	p-CIP stab down	MEKK3 PB1 HTS	PHOSPHO1 block
COc1cccc(Nc2nnc(SCC3CCCCO3)s2)c1 (stereo unspecified)	-2	0	-1.5	-3	6	-1	9	/	-16
OCCC1CN(Cc2ccc3cccc(F)c3n2)CCN1Cc1ccccc1 (stereo unspecified)	3	-10	0.5	-1	-2	-7	-8	102	/
COc1ccc(C2=NOC(C(=O)NCc3ccco3)C2)cc1 (stereo unspecified)	-2	-6	-1.5	-1	10	0	-3	100	-34
Cc1cc(C)c(C(=O)C(C)OC(=O)c2ccccn2)cc1C (stereo unspecified)	4	-3	-1.6	1	-5	0	-11	101	19
COc1ccc(-c2cc(-c3ccccc3)nc(-c3ccc4c(c3)NC(=O)CO4)c2)cc1	3	-17	-0.5	8	-2	-5	-18	101	-6
Nc1c(C(=O)CSc2nnc(N3CCOCC3)n2-c2cccc(F)c2)c(=O)[nH]c(=O)n1C1CC1	5	8	0.7	6	2	-3	/	/	/
Cc1cc(C)c(C#N)c(SCC(=O)Nc2c(C)n(C)n(-c3ccccc3)c2=O)n1	-2	3	0.5	4	-3	-5	/	/	/
O=C(NCc1ccco1)/C(=C\c1cccs1)NC(=O)c1ccccc1	-1	-4	-1.1	-2	-8	-3	6	103	42
Cc1ccn(CC(=O)NC2CC(C)(C)Cc3c2cnn3-c2ccc(F)cc2)n1 (stereo unspecified)	3	-4	-0.1	1	-2	-5	-9	99	30
O=C(OCC(=O)c1cccs1)c1ccc(NC(=O)c2ccco2)cc1	6	0	0.7	4	3	-2	-19	98	-42
O=C1c2ccccc2C(=O)N1CC1c2ccccc2CCN1C(=O)CN1CCOCC1 (stereo unspecified)	1	-3	-2.0	6	1	-4	-1	106	-17
COc1cccc(CNC(=O)CCNS(=O)(=O)c2ccc(C)cc2)c1	-2	-12	0.5	14	4	-3	/	/	/
Cc1ccc(N2CC(C(=O)Nc3cccc(S(=O)(=O)N4CCOCC4)c3)CC2=O)cc1 (stereo unspecified)	/	-14	-0.8	-1	/	-4	/	/	/
Cc1ccccc1OCC(=O)N1N=C(C(F)(F)F)CC1(O)C(C)(C)C (stereo unspecified)	2	-28	13	2	1	-4	-21	114	1
O=C(c1ccc2c(c1)OCO2)N(CC1CCCO1)C1(C(=O)NC2CCCCC2)CCCCC1 (stereo unspecified)	5	-5	-1.1	10	-5	-7	4	101	14
N#Cc1c(/N=C/N2CCOCC2)sc2c1CCCCC2	2	-16	-0.6	8	-1	-3	11	101	7
Cc1cccc(N2CCN(c3cccc(C)c3)C2c2cccnc2)c1	4	1	-2.5	-3	-5	-4	-2	108	-8

The order is random (roughly 4.2% active in at least one column).
